KCNQ2 block – KCNQ2 potassium channel inhibitors, primary screen, cell-based, CHO-K1, FluxOR thallium flux, B-score (AID 2156) | 20 min; active compounds read low | Potassium voltage-gated channel subfamily KQT member 2 (Rattus norvegicus), O88943 | actives 1.1% (n = 310,000) | B-score at 10 µM;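 active = fluorescence ratio B-score at most minus 3 library SDs, with starting brightness B-score within 2 library SDs, cut at about -5.5 in these data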
CHT block – inhibitors of human choline transporter CHT | High affinity choline transporter 1 (Homo sapiens), Q9GZV3 | CHT-expressing cells, membrane potential dye, choline response; active compounds read low | B-score at 10 µM | actives 0.86% (n = 310,000) | AID 488975, 2010;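 active = B-score over 3 SD under the library average, and starting fluorescence ratio not unusually high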;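 note: choline stimulus applied at its EC90 after an EC20 pre-addition; B-score computed on integrated fluorescence ratio after choline addition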
Target sequence (Q9GZV3 whole entry, looked up): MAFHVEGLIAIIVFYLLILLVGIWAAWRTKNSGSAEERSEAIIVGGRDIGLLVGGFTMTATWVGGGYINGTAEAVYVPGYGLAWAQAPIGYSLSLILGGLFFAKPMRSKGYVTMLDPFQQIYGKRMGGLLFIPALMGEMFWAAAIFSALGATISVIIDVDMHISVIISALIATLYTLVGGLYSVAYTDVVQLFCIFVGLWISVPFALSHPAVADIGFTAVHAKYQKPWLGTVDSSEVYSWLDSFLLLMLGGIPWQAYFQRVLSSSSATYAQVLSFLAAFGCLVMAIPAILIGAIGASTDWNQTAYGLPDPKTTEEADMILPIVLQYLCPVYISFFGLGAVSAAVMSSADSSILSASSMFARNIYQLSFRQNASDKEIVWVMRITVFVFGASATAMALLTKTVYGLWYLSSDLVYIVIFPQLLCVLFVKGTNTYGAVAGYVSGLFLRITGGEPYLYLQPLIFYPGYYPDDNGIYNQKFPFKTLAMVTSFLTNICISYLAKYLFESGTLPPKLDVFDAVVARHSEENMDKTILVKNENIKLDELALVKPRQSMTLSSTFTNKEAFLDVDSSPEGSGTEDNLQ
Kir21 inh – inhibitors of mouse Kir2.1 inward-rectifier potassium channel; actives 0.85% (n = 310,000); B-score at 10 µM; HEK293-Kir2.1, FluxOR thallium flux fluorescence; active compounds read low;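 active = fluorescence ratio B-score at or below minus 3 SD of library scores, with starting-brightness B-score within 2 SD, cut at about -4.2 in these data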;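 note: channel flux triggered by added potassium and thallium sulfate stimulus; B-score of peak minus minimum fluorescence over baseline after thallium stimulus; more negative B-score means stronger Kir2.1 block with less thallium influx; some compounds called inactive have numbers as strong as hits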
Target sequence (P35561 whole entry, looked up): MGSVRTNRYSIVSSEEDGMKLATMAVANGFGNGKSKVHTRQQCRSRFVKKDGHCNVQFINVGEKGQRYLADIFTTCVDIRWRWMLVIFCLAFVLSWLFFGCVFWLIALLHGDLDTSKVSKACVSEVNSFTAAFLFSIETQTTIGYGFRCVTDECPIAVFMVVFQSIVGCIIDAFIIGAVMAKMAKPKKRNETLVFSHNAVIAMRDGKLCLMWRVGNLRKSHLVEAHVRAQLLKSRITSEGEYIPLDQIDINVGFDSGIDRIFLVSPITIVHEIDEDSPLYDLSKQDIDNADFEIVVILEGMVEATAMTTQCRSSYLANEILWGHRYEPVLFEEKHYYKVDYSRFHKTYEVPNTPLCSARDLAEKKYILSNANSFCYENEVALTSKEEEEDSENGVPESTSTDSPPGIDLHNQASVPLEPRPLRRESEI
* hit, by the source's call.

Results for Cn1c(CSCc2ccc(F)cc2)nnc1SCC(=O)Nc1nccs1 ?
KCNQ2 block: inactive; CHT block: inactive; Kir21 inh: -0.17

What do the screens show for `O=C(CN1CCCC1)NN=C(c1ccccc1)c1ccccc1`?
KCNQ2 block: inactive; CHT block: inactive; Kir21 inh: -1.3

What do the screens show for `Cc1cccc(C)c1NC1=NCCCCC1`?
KCNQ2 block: inactive; CHT block: inactive; Kir21 inh: 0.88

How did CSCC(=O)N1CCCC(N2CCN(c3ccc(F)cc3)CC2)C1 (configuration not stated) do in these assays?
KCNQ2 block: inactive; CHT block: inactive; Kir21 inh: 0.22

What do the screens show for `CC1=C/C(=N\NC(=S)Nc2cccnc2)CC(C)(C)C1`?
KCNQ2 block: inactive; Kir21 inh: -1.3

What do the screens show for `O=C1/C(=C/c2ccco2)SC(=S)N1c1cccnc1`?
KCNQ2 block: inactive; Kir21 inh: -0.71

What do the screens show for `Cc1ccc(S(=O)(=O)N2CC(=NO)C2)cc1`?
KCNQ2 block: inactive; CHT block: inactive; Kir21 inh: -1.7

Results for Cc1cc(=O)n2c(-c3ccccc3C)n[nH]c2n1 ?
KCNQ2 block: inactive; CHT block: inactive; Kir21 inh: 0.87

What do the screens show for `Cc1cccc(C)c1NC(=O)c1cc(S(=O)(=O)N2CCc3ccccc32)cn1C`?
KCNQ2 block: inactive; CHT block: inactive; Kir21 inh: 0.21

Results for COc1ccc(C(=O)Nc2cccc(OC)c2)cc1 ?
KCNQ2 block: inactive; CHT block: inactive; Kir21 inh: -0.17

What do the screens show for `CCOc1ccc(-n2c(N)c(C(=O)NCc3cccnc3)sc2=S)cc1`?
KCNQ2 block: inactive; CHT block: inactive; Kir21 inh: -1.1

How did N/C(Cc1ccc([N+](=O)[O-])cc1)=N\OC(=O)C(c1ccccc1)c1ccccc1 do in these assays?
KCNQ2 block: inactive; CHT block: inactive; Kir21 inh: 0.87

What do the screens show for `NC(=O)CCS(=O)(=O)c1ccc(Cl)cc1`?
KCNQ2 block: inactive; CHT block: inactive; Kir21 inh: 3.4

What do the screens show for `CC(C)(C)NC(=O)CSc1nnc(-c2c[nH]c3ccccc23)o1`?
KCNQ2 block: inactive; CHT block: inactive; Kir21 inh: -1.1

What do the screens show for `CC1=NN(C(N)=S)C(=O)C1N=Nc1ccc(Cl)cc1Cl` (configuration not stated)?
KCNQ2 block: inactive; CHT block: inactive; Kir21 inh: 0.05

Results for C=CCN(C(=O)CNC(=O)c1cccs1)C(C(=O)NC(C)(C)C)c1ccccc1 (configuration not stated) ?
KCNQ2 block: inactive; CHT block: inactive; Kir21 inh: 0.43

What do the screens show for `O=C1CCC(C(=O)N2CCCCCC2)CN1CCc1ccc(Cl)cc1` (configuration not stated)?
KCNQ2 block: inactive; CHT block: inactive; Kir21 inh: 0.01

How did CC1CCC(NS(=O)(=O)c2cccc3nsnc23)CC1 (configuration not stated) do in these assays?
KCNQ2 block: inactive; CHT block: inactive; Kir21 inh: -2.8

Results for c1cc(CNCCCN2CCOCC2)ccn1 ?
KCNQ2 block: inactive; CHT block: inactive; Kir21 inh: -0.6

What do the screens show for `Cc1ccc(C(=O)C(C)Oc2cccc(NC(=O)c3ccco3)c2)cc1` (configuration not stated)?
KCNQ2 block: inactive; CHT block: inactive; Kir21 inh: -2

How did CCC1(CC)Cc2ccccc2-c2nc(CN(C)C)[nH]c(=O)c21 do in these assays?
KCNQ2 block: inactive; CHT block: inactive; Kir21 inh: -1.3

Results for O=C(CS(=O)(=O)c1ccccc1)N1CCCCC1 ?
KCNQ2 block: inactive; CHT block: inactive; Kir21 inh: -2.3

How did COc1ccc(N2C(S)=C(C#N)C(=O)NC2c2ccco2)cc1 (configuration not stated) do in these assays?
KCNQ2 block: inactive; CHT block: inactive; Kir21 inh: -1

How did O=C(Nc1ccc2oc(-c3ccc(Cl)c(Cl)c3)nc2c1)c1ncn[nH]1 do in these assays?
KCNQ2 block: inactive; CHT block: inactive; Kir21 inh: 3.5

What do the screens show for `O=S1(=O)CCN(C(CCO)c2cccc(C(F)(F)F)c2)CC1` (configuration not stated)?
KCNQ2 block: inactive; CHT block: inactive; Kir21 inh: 1

How did O=C(Nc1ccc(NC(=O)c2ccccc2Cl)cc1)c1cccnc1 do in these assays?
KCNQ2 block: inactive; CHT block: inactive; Kir21 inh: 0.07

How did O=C(O)CCCCc1nc2ccccc2s1 do in these assays?
KCNQ2 block: inactive; CHT block: inactive; Kir21 inh: 0.1

What do the screens show for `O=C(NCC1CCCO1)c1ccc(Cl)c(S(=O)(=O)Nc2ccccc2)c1` (configuration not stated)?
KCNQ2 block: inactive; CHT block: inactive; Kir21 inh: 0.58

How did COc1ccc(C(CC(=O)Nc2ccc(Cl)cc2F)NC(=O)C(F)(F)F)cc1 (configuration not stated) do in these assays?
KCNQ2 block: inactive; CHT block: inactive; Kir21 inh: -0.11

How did O=c1nc2ccccc2c2n1CC(CN1CCN(c3ccccc3F)CC1)N2 (configuration not stated) do in these assays?
KCNQ2 block: inactive; CHT block: inactive; Kir21 inh: -0.02

What do the screens show for `COc1ccc(S(=O)(=O)N2CCC(n3cnc4ccccc43)CC2)cc1`?
KCNQ2 block: inactive; CHT block: inactive; Kir21 inh: 0.35

What do the screens show for `O=C(O)c1ccc(/C=C2\SC(=Nc3ccccc3)N(c3ccccc3)C2=O)cc1`?
KCNQ2 block: inactive; CHT block: inactive; Kir21 inh: 0.29

How did CCOC(=O)c1ccc(NC(=O)Cn2cnc(S(=O)(=O)N3CCCC3)c2)cc1 do in these assays?
KCNQ2 block: inactive; CHT block: inactive; Kir21 inh: 1.4

How did COC(=O)/C=c1\sc2ncnn2c1=O do in these assays?
KCNQ2 block: inactive; CHT block: inactive; Kir21 inh: 0.28

Results for C/C(=N\Nc1ccccn1)c1ccc2c(c1)OCO2 ?
KCNQ2 block: inactive; CHT block: inactive; Kir21 inh: -0.2

What do the screens show for `CC1CCCN(CC(=O)Nc2cc(Cl)ccc2Oc2ccccc2)C1` (configuration not stated)?
KCNQ2 block: inactive; CHT block: inactive; Kir21 inh: 0.17

Results for COc1cccc(NC(=O)Nc2nnc(Cc3ccc(F)cc3)s2)c1 ?
KCNQ2 block: inactive; CHT block: inactive; Kir21 inh: -0.98

Results for COc1ccccc1NS(=O)(=O)c1ccc(O)c(C(=O)OCC(=O)c2ccc(Cl)cc2Cl)c1 ?
KCNQ2 block: inactive; CHT block: -5.3*; Kir21 inh: 0.24

What do the screens show for `CCOc1cc(/C=N/Nc2nncc(-c3ccccc3)n2)ccc1O`?
KCNQ2 block: inactive; CHT block: inactive; Kir21 inh: 1.7

What do the screens show for `O=[N+]([O-])c1ccccc1OCCCN1CCOCC1`?
KCNQ2 block: inactive; CHT block: inactive; Kir21 inh: 0.68

No new results follow: an excerpt of the list.
Results for C/C(=N\Nc1ccccn1)c1ccc2c(c1)OCO2 ?
KCNQ2 block: inactive; CHT block: inactive; Kir21 inh: -0.2

What do the screens show for `CC1CCCN(CC(=O)Nc2cc(Cl)ccc2Oc2ccccc2)C1` (configuration not stated)?
KCNQ2 block: inactive; CHT block: inactive; Kir21 inh: 0.17

Results for COc1cccc(NC(=O)Nc2nnc(Cc3ccc(F)cc3)s2)c1 ?
KCNQ2 block: inactive; CHT block: inactive; Kir21 inh: -0.98

Results for COc1ccccc1NS(=O)(=O)c1ccc(O)c(C(=O)OCC(=O)c2ccc(Cl)cc2Cl)c1 ?
KCNQ2 block: inactive; CHT block: -5.3*; Kir21 inh: 0.24

What do the screens show for `CCOc1cc(/C=N/Nc2nncc(-c3ccccc3)n2)ccc1O`?
KCNQ2 block: inactive; CHT block: inactive; Kir21 inh: 1.7

What do the screens show for `O=[N+]([O-])c1ccccc1OCCCN1CCOCC1`?
KCNQ2 block: inactive; CHT block: inactive; Kir21 inh: 0.68

(continued)
What do the screens show for `CCN(CC)CCNC(=O)C(=O)NCC1OCCN1S(=O)(=O)c1ccc2c(c1)OCCO2` (configuration not stated)?
KCNQ2 block: inactive; CHT block: inactive; Kir21 inh: 1.4

How did Cc1csc(NC(=O)CSc2nnc(-c3ccccc3)o2)n1 do in these assays?
KCNQ2 block: inactive; CHT block: inactive; Kir21 inh: -0.98

How did Cc1nc2ncnn2c(C)c1CCC(=O)N1CCN(Cc2ccccc2)CC1 do in these assays?
KCNQ2 block: inactive; CHT block: inactive; Kir21 inh: 1

What do the screens show for `C/C(=N\NC(=O)C(C)Oc1ccc([N+](=O)[O-])cc1)c1ccccn1` (configuration not stated)?
KCNQ2 block: inactive; CHT block: inactive; Kir21 inh: -0.75

How did Cc1ccc(S(=O)(=O)N2CCCC2C(=O)OCC(=O)Nc2ccc3c(c2)OCO3)cc1 (configuration not stated) do in these assays?
KCNQ2 block: inactive; CHT block: inactive; Kir21 inh: 0

How did Cc1ccc(CS(=O)Cc2ccc(C(=O)NCc3ccccc3Cl)o2)cc1 (configuration not stated) do in these assays?
KCNQ2 block: inactive; CHT block: inactive; Kir21 inh: 0.2

Results for COc1cccc(CNS(=O)(=O)c2ccc3c(c2)N(C)CCO3)c1 ?
KCNQ2 block: inactive; CHT block: inactive; Kir21 inh: -1

How did Cc1cc(NC(=O)CSCC(=O)N(c2ccc(F)cc2)C(C(=O)NC2CCCCC2)c2ccc(O)c(O)c2)no1 (configuration not stated) do in these assays?
KCNQ2 block: inactive; CHT block: inactive; Kir21 inh: 0.32

What do the screens show for `COC(=O)c1ccc(N2CCS(=O)(=O)CC2)cc1`?
KCNQ2 block: inactive; CHT block: inactive; Kir21 inh: -0.44

Results for O=C(CSc1nnnn1-c1cccnc1)Nc1cccc(Cl)c1 ?
KCNQ2 block: inactive; CHT block: inactive; Kir21 inh: 1

How did COc1ccc(CCC(=O)NCCS(=O)(=O)N2CCN(c3ccc(F)cc3)CC2)cc1 do in these assays?
KCNQ2 block: inactive; CHT block: inactive; Kir21 inh: 0.34

Results for COc1cccc2sc(=NC(=O)CS(=O)(=O)c3ccc(Cl)cc3)n(C)c12 ?
KCNQ2 block: inactive; CHT block: inactive; Kir21 inh: 1.2

How did COc1ccc(C(=O)NNC2=CC(=O)CC(C)(C)C2)cc1 do in these assays?
KCNQ2 block: inactive; CHT block: inactive; Kir21 inh: -1.4

How did O=C1CCCC2=C1C(c1ccc3c(c1)OCO3)c1c([nH]n(-c3ccccc3)c1=O)N2 (configuration not stated) do in these assays?
KCNQ2 block: inactive; CHT block: inactive; Kir21 inh: -2.1

How did O=C(NCCc1ccccc1)c1ccc(=O)oc1 do in these assays?
KCNQ2 block: inactive; CHT block: inactive; Kir21 inh: 1.8

Results for COc1cc(/C=N/NC(=O)c2ccc(COc3cc(C)ccc3C(C)C)cc2)cc(OC)c1O ?
KCNQ2 block: inactive; CHT block: inactive; Kir21 inh: 1.1

How did COc1ccc(C(=O)Cc2cnn(-c3ccccc3)c2)c(O)c1 do in these assays?
KCNQ2 block: inactive; CHT block: inactive; Kir21 inh: -0.05

Results for Cc1nc(-c2cccc(Br)c2)ccc1C(=O)O ?
KCNQ2 block: inactive; CHT block: inactive; Kir21 inh: 1.6

What do the screens show for `Cc1cc(C)c(C)c(OCCCCN2CCCCC2)c1`?
KCNQ2 block: inactive; CHT block: inactive; Kir21 inh: -2.8

Results for Cc1ccccc1NC(=O)c1sc2nc3c(c(-c4ccco4)c2c1N)CCCC3 ?
KCNQ2 block: inactive; CHT block: inactive; Kir21 inh: -0.5

How did COc1ccc(N(CC(=O)Nc2ccc(C)cc2C)S(=O)(=O)c2ccccc2[N+](=O)[O-])c(OC)c1 do in these assays?
KCNQ2 block: inactive; CHT block: inactive; Kir21 inh: -0.53

How did O=C(O)/C(=C\c1ccc2ccccc2c1)c1cccc2ccccc12 do in these assays?
KCNQ2 block: inactive; CHT block: inactive; Kir21 inh: 0.48

Results for O=C(NNC(=O)c1cc2ccccc2cc1O)Nc1ccc(Br)cc1 ?
KCNQ2 block: inactive; CHT block: inactive; Kir21 inh: -0.23

Results for O=c1ccnc(SCCC(F)=C(F)F)[nH]1 ?
KCNQ2 block: inactive; CHT block: inactive; Kir21 inh: 1.2

Results for O=C(Nc1cccc(Cl)c1)Nc1nnc(-c2ccncc2)s1 ?
KCNQ2 block: inactive; CHT block: inactive; Kir21 inh: -0.46

What do the screens show for `Fc1cc2nc(-c3ccncc3)[nH]c2cc1F`?
KCNQ2 block: inactive; CHT block: inactive; Kir21 inh: -0.53

How did CC(=O)Nc1ccc(/C(C)=N/NC(=O)c2ccc(F)cc2)cc1 do in these assays?
KCNQ2 block: inactive; CHT block: inactive; Kir21 inh: 0.02

How did Cc1cc2cc(CNC(=O)c3ccco3)ccc2n1C do in these assays?
KCNQ2 block: inactive; CHT block: inactive; Kir21 inh: 0.57

What do the screens show for `Cn1c(CNC(=O)Nc2ccccc2)nnc1SCc1ccccc1`?
KCNQ2 block: inactive; CHT block: inactive; Kir21 inh: -0.61

What do the screens show for `COC(=O)c1ccc(OC)c(CSc2nnc(COc3cccc(C)c3)o2)c1`?
KCNQ2 block: -6.1*; CHT block: inactive; Kir21 inh: 0.64

How did COC(=O)c1ccc(-n2nnnc2SCC(=O)NCc2cccc(C(=O)O)c2)cc1 do in these assays?
KCNQ2 block: inactive; CHT block: inactive; Kir21 inh: -0.63

What do the screens show for `CCCCC(=O)Nc1ccc2c(c1)nc(CN1CCN(C(=O)OCC)CC1)n2C`?
KCNQ2 block: inactive; CHT block: inactive; Kir21 inh: -0.76

Screening results deposited in PubChem BioAssay by Johns Hopkins Ion Channel Center.
